# Compound activity (PubChem BioAssay)
# HDAC3 inh: inhibitors of human histone deacetylase 3; O15379; recombinant HDAC3, fluorogenic peptide/trypsin coupled, fluorescence; inhibition, % at 8.3 µM; 320,000 tested, 0.15% active; AID 2718; in the data active = inhibition above about 26%, passing the limit was not always enough; inconclusive = no clear call, values can overlap the other calls
# hERG rescue: shields human hERG channel from block by proarrhythmic agents. activation (rescue from dofetilide block), less the hit threshold, % at 10 µM. CHO-hERG, FluxOR thallium flux, dofetilide IC70 present. 310,000 tested, 0.51% active. AID 1511. Q12809;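 active = activation above the mean of controls blocked by dofetilide plus 5 SD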;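 also: thallium influx through hERG after potassium depolarization seen as dye fluorescence rise; in these data hits start at about 4.7%; inactives centre near -7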
# GSK3B inh: inhibitors of human GSK3beta kinase; 300,000 tested, 0.038% active; AID 2097; GST-GSK3beta kinase, ADP-Glo luminescence, 60 min; active compounds read low; P49841; activity score (negative = inhibition), % at 10 µM;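 active = more than half of replicate wells score below -50%, meaning over 50% inhibition versus plate controls; inconclusive = some replicates but at most half score below -50%; inactive = no replicate scores below -50%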;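 also: 0% = median DMSO wells and -100% = median GW8510 positive control wells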
# Target sequence (P49841 whole entry, looked up): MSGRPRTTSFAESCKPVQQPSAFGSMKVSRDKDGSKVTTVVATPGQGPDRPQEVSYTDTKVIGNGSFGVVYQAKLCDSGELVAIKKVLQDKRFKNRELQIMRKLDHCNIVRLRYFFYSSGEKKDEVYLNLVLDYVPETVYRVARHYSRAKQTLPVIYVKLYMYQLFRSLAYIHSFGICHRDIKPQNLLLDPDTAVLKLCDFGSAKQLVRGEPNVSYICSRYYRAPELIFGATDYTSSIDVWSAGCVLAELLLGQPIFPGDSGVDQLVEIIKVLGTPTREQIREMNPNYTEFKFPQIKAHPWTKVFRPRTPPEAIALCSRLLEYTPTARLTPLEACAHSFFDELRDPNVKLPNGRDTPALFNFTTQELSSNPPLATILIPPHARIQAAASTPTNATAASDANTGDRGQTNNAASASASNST
#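 Test system: GST-fused GSK3beta enzyme, cell-free | Quantity: 1.6 ng GST-GSK3beta enzyme per well | Reagent: 25 µM ATP with peptide substrate | Schedule: 60 min enzyme reaction, room temperature | Signal: Luminescent ADP-Glo measurement of ADP formed | Read-out basis: Score relative to plate controls | Control set: DMSO and 20 µM GW8510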
# GSK3 alpha inh: blocks human GSK-3 alpha kinase | P49840 | AID 2650 | 320,000 tested, 0.1% active | inhibition, % at 10 µM | ADP-Glo luminescence, 60 min;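 in the data active = inhibition above about 50%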;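 also: GST-tagged GSK-3 alpha with peptide substrate and 25 µM ATP; 0% = DMSO neutral wells and 100% = GW8510 positive control wells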
# KCNK3 inh: human KCNK3 channel inhibition, primary screen; B-score at 10 µM; 340,000 tested, 0.84% active; AID 602410; CHO-KCNK3 thallium flux, FluxOR fluorescence; active compounds read low; O14649;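 active = B-score under library mean minus 4 SD, starting fluorescence ratio at most library mean plus 5 SD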;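 also: more negative B-score means stronger inhibition of thallium flux through KCNK3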
# Target sequence (O14649 whole entry, looked up): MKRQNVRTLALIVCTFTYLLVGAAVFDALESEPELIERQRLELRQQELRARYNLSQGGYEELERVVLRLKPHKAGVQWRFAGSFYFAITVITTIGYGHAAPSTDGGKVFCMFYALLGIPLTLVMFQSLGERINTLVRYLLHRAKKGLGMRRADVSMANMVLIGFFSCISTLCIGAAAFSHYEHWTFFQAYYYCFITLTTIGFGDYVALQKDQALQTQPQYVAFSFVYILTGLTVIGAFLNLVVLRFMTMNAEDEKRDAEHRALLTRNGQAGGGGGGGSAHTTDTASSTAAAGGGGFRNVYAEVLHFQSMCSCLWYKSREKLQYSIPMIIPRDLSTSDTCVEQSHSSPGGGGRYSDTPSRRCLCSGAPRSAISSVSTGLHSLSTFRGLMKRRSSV
# Dyrk1A ADPGlo: Dyrk1A (rat) kinase inhibition | ADP-Glo luminescence, NFATc1 peptide | inhibition, % at 12.5 µM | 310,000 tested, 0.43% active; in the data active = inhibition above about 50%;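 also: plate controls were vehicle with enzyme for no effect and no enzyme for full effect; many of its hits are not listed in these tables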
# KCNQ1 pot: potentiators or activators of human KCNQ1 potassium channel; AID 2648; 310,000 tested, 0.35% active; CHO-K1 KCNQ1, thallium flux FluxOR fluorescence; active compounds read high; B-score at 10 µM; P51787;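 active = fluorescence ratio B-score, a plate-corrected score, at least three library SD, with initial intensity B-score within 5 SD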
#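 Medium – assay buffer, equal DMSO in all wells · Material – CHO-K1 cell line with stable KCNQ1 potassium channel expression · Signal – kinetic FluxOR thallium fluorescence, 10-s 1-Hz baseline, 110-s post-stimulus read · Compound – single concentration per compound, DMSO matched to controls · Schedule – 37 °C overnight plating, 90-min dark dye load, 20-min compound pretreatment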
# KCNQ1 inh: human KCNQ1 channel inhibition; CHO-K1 KCNQ1, FluxOR thallium flux fluorescence; active compounds read high; B-score at 10 µM; AID 2642; 310,000 tested, 1.3% active;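 active = compounds whose thallium flux B-score, printed positive for inhibition, exceeds three library SD while starting fluorescence stays within three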;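 also: channel opened by potassium depolarization with thallium stimulus after 20 min compound exposure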
# RGS4 act: potentiators or activators of RGS4 | AID 463111 | 310,000 tested, 0.92% active | B-score at 10 µM | HEK293 M3R/inducible RGS4, carbachol calcium flux Fluo4; active compounds read low;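 active = B-score of the integrated calcium signal more than 4 SD below the library mean, with starting fluorescence not abnormally high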;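 also: negative B-score means reduced calcium response which marks RGS4 activation or potentiation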
#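 System: HEK293 FlpIn-TREx cells, stable M3R, doxycycline-inducible RGS4. Timing: overnight RGS4 induction, 30 min dye load 37 °C, 20 min compound RT. Also added: carbachol, ECmax concentration. Measured by: Fluo4 fluorescence kinetic imaging of calcium. Evaluation: integrated calcium ratio converted to B score.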
# KCNK9 block: blocks the human KCNK9 two-pore domain potassium channel; HEK293 KCNK9, FluxOR thallium flux fluorescence; active compounds read low; Q9NPC2; B-score at 10 µM; 310,000 tested, 1.2% active;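 active = ratio B-score over 3 SD below the library mean, with starting fluorescence within 5 SD of its mean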;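 also: negative B-score means less thallium flux so channel inhibition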
# PolyA inhibitor: inhibitors of polyadenylation in S. cerevisiae | calls only at 12 µM | S. cerevisiae SKY197-pL101 polyadenylation reporter, beta-gal luminescence; efflux-impaired pdr1/pdr3 knockout yeast; score 100 = 6 SD above DMSO | 300,000 tested, 0.02% active;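 active = lowest replicate activity score at least 50, where 100 means six control SD above control mean; inconclusive = lowest score under 50 but half or more replicates reach 50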;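 also: yeast exposed to compound for 9 h at 30 °C; higher score means more reporter readthrough which indicates perturbed polyadenylation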
# Active calls of the source: *; i = inactive; ? = inconclusive; . = not tested or not shown.
# Under each structure: HDAC3 inh	hERG rescue	GSK3B inh	GSK3 alpha inh	KCNK3 inh	Dyrk1A ADPGlo	KCNQ1 pot	KCNQ1 inh	RGS4 act	KCNK9 block	PolyA inhibitor
COc1ccc(CNC(=O)c2ccc(Cn3nc(C)c([N+](=O)[O-])c3C)o2)cc1
  1	-6	1	-2	i	45	i	i	i	i	i
COc1cccc(OCC(O)CN(CCO)Cc2ccccc2)c1 (configuration not stated)
  5	-4	1	1	i	3	i	i	i	i	i
COc1ccc(OC)c(C(=O)COC(=O)c2c(OC)cccc2OC)c1
  1	-4	2	-2	i	-3	i	i	i	i	i
COC(=O)[C@@]1(Cc2ccc(F)cc2)[C@H]2c3cc(C(=O)N4CCCC4)n(CCc4ccc(O)c(O)c4)c3C[C@H]2CN1C(=O)c1ccccc1
  -7	-7	2	.	.	.	i	i	i	i	i
CC(=O)Nc1ccc(Nc2ncnc3c2cnn3-c2cccc(C)c2)cc1
  4	-5	0	0	i	3	i	i	i	i	i
O=C(Cn1nnc2ccccc2c1=O)N1CCCc2ccccc21
  ?	-5	3	0	i	-2	i	i	i	i	i
CCOC(=O)CNC(=O)CSc1ncnc2c1cnn2-c1ccc(OC)cc1
  -5	-7	-9	.	i	-3	i	i	i	i	i
CC(C(=O)Nc1cccc(Br)c1)c1ccc([N+](=O)[O-])cc1 (configuration not stated)
  7	-7	1	1	i	3	i	6*	i	i	i
COc1ccc(NC(=S)N2CCN(Cc3ccc(C)cc3)CC2)cc1
  1	0	0	0	i	-2	i	i	i	i	i
CCCS(=O)(=O)N1CCN=C1SCc1cccc2ccccc12
  -2	-12	5	-2	i	-3	i	i	i	i	i
COc1ccccc1/C=C/C1=NC(=C\N(C)C)/C(=O)O1
  -6	-3	6	-4	i	-3	i	i	i	i	i
CC(C)c1csc(CN2CCC(CO)(Cc3ccccc3)CC2)n1
  2	-1	-5	-3	i	-2	i	i	i	i	i
Cc1nnc2ccc(-c3ccc(NC(=O)c4ccco4)cc3)nn12
  -1	-12	2	.	i	.	i	i	i	i	.
Cc1ccccc1C(=O)Nc1ccc2c(c1)nc(CCNC(=O)c1ccco1)n2C
  -4	-15	-6	0	i	1	i	i	i	i	i
Cc1ccc(Cn2cc(C(=O)NN)c(=O)c3ccc(F)cc32)cc1
  1	-10	-1	-2	i	-4	i	i	i	i	i
COc1ccccc1N1CCN(C(=O)c2cccc(N3C(=O)NC4CC3(C)Oc3ccccc34)c2)CC1 (configuration not stated)
  -8	0	7	-23	i	1	i	i	i	i	i
NS(=O)(=O)c1ccc(-n2nc(C(=O)O)cc2-c2ccc(Cl)cc2)cc1
  -9	-7	2	-1	i	-6	i	i	i	i	i
COC(=O)c1[nH]c2cccc(OC)c2c1NC(=O)CCN1CC(C)CC(C)C1 (configuration not stated)
  -3	-7	2	-2	i	6	i	i	i	i	i
COc1cc(C(C)=O)ccc1O
  -2	-4	-3	1	i	0	i	i	i	i	i
Nc1nc(NC(=O)/C=C/c2ccccc2)nn1-c1ccccc1
  0	-10	1	-1	i	40	i	i	i	i	i
CCN(CCn1cccn1)C(=O)CCc1nnc(CCCc2ccccc2)o1
  3	-8	-4	-3	i	2	i	i	i	i	i
Nc1nc(N2CCN(c3cccc(Cl)c3)CC2)n[nH]1
  2	0	1	1	i	.	i	i	i	i	i
O=S(=O)(Nc1nc2ccccc2nc1NCC1CCCO1)c1cccs1 (configuration not stated)
  -8	-6	0	1	i	8	i	i	i	i	i
CN1N=C2c3ccccc3CCC2C1c1ccc(Cl)cc1 (configuration not stated)
  5	-10	0	-1	i	3	i	i	i	i	i
CC1CCCN(c2ccc3nncn3n2)C1 (configuration not stated)
  -9	-6	0	0	i	8	i	i	i	i	i
Cc1cccc(C(=O)n2cnnc2N)c1
  44*	-5	0	-5	i	4	i	i	i	i	i
COc1ccc(NS(=O)(=O)c2cccc(C(=O)N3CCC3)c2)cc1
  7	-4	.	0	i	-7	i	i	i	i	i
CN(C)C(=O)c1ccc2c(c1)n(C)c(=O)n2C
  -1	-3	4	-2	i	-5	i	i	i	i	i
COc1ccc(-c2cnnc(N/N=C/c3ccc(O)c(OC)c3)n2)cc1
  10	-7	2	-3	i	20	i	i	i	i	i
Cc1ccc(S(=O)(=O)CCC(=O)OCC(=O)Nc2ccc(N3CCOCC3)cc2)cc1
  5	-13	0	-3	i	-7	i	i	i	i	i
COc1ccccc1C(=O)NCCC(=O)NC(C)CCc1ccccc1 (configuration not stated)
  0	-7	0	1	i	4	i	i	i	i	i
COc1ccccc1N(CC(=O)Nc1ccc(S(=O)(=O)N2CCOCC2)cc1)S(C)(=O)=O
  -1	-5	0	4	i	-2	i	i	i	i	i
CSc1nc(NC(C)C)nc(N2CCOCC2)n1
  1	-5	2	-1	i	-3	i	i	i	i	i
COc1cc(C(=O)Nc2nc3ccccc3[nH]2)cc(OC)c1OC
  5	-15	1	1	i	45	i	i	i	i	i
COc1ccc(CNC(=O)C(C)N2CCN(c3ccc(C(C)=O)cc3)CC2)cc1 (configuration not stated)
  0	-4	-2	2	i	-1	i	i	i	i	i
O=C(OCCOCCN=C1NS(=O)(=O)c2ccccc21)c1ccccc1Br
  -4	-6	-2	1	i	9	i	i	i	i	i
CC1=C(C(=O)Nc2ccc(C(=O)NC(C)c3ccccc3)cc2)SCCO1 (configuration not stated)
  0	-9	0	-3	i	-3	i	i	i	i	i
O=C(C1CCN(S(=O)(=O)c2cccs2)CC1)N1CCc2ccccc2C1
  2	-7	2	-1	i	-5	i	i	i	i	i
Cc1c(C(=O)N2CCCCC2)c(S(=O)(=O)N(C)Cc2ccccc2)c(C)n1C
  -2	-3	4	-1	i	-3	i	i	i	i	i
CCOC(=O)C1CCN(C(=O)COc2ccc(Cl)cc2Cl)CC1
  2	-5	1	-3	i	-5	i	i	i	i	i
O=C(/C=C/c1ccc2c(c1)OCO2)c1cccnc1
  7	-7	0	-3	i	3	i	i	i	i	i
c1ccc2c3c([nH]c2c1)-c1[nH]ncc1CC3
  0	-10	0	36	i	56*	i	i	i	i	i
CCN(CC)CCN(Cc1cc2cc3c(cc2[nH]c1=O)OCO3)C(=S)NCCCOC
  -16	-5	-1	0	i	.	i	i	i	i	i
O=C(Cn1nnc2c(cnn2-c2ccc(F)cc2)c1=O)Nc1ccccc1C(F)(F)F
  -3	-4	5	-2	i	-2	i	i	i	i	i
Cc1oc(S(=O)(=O)N2CCCCC2)cc1NC(=O)Nc1ccc(Cl)cc1
  1	-12	2	-1	i	5	i	i	i	i	i
CC12CCC(C(=O)N(CSC(=S)N/N=C\c3ccccc3)C1=O)C2(C)C (configuration not stated)
  3	1	5	10	i	4	15*	i	i	i	i
CC1(C)c2[nH]c3ccccc3c2C[C@H]2C(=O)N(Cc3ccccc3)C(=O)N21
  4	-12	-3	3	i	15	i	i	i	i	i
CSCC[C@H](NC(=O)N1CCn2c1nc1ccccc12)C(=O)NCC1CCCO1 (some centres not stated)
  -5	-2	1	-5	i	-1	i	i	i	i	i
Cc1nccc2oc(=O)c(NC(=O)c3ccc(Cl)cc3)cc12
  -3	-3	0	-1	i	1	i	i	i	i	i
CC1CCCN(C(=O)c2ccc(OC3CCN(CCc4ccccc4)CC3)cc2)C1 (configuration not stated)
  -2	-7	2	-2	i	2	i	i	i	i	i
CCOc1ccc(S(=O)(=O)Nc2ccc(C(=O)N3CCCC3)cc2)cc1
  -1	-14	1	5	i	-6	i	i	i	i	i
Cc1ccc(C(C(=O)NCc2ccccc2)N(Cc2ccco2)C(=O)c2snc(C(N)=O)c2N)o1 (configuration not stated)
  ?	-5	3	-3	i	2	i	i	i	i	i
O=C(CCN1C(=O)c2ccccc2C1=O)NCc1ccccc1
  2	-6	1	-2	i	-3	i	i	i	i	i
CCCCn1c(N)c(N(CCOC)C(=O)c2ccc(C)o2)c(=O)[nH]c1=O
  0	-18	0	0	i	2	i	i	i	i	i
Cc1cc(C)n2nc(N)c(N=Nc3ccccc3)c2n1
  -1	-4	2	-4	i	.	i	i	i	i	i
CCOc1ccc(Cl)cc1CSc1n[nH]c(C)n1
  -8	-12	-2	-3	i	-9	i	i	i	i	i
Cc1onc(-c2ccccc2)c1C(=O)N/N=C/c1cccs1
  3	-3	-9	0	i	.	i	i	i	i	i
O=C1NCCN1CCN1C(=O)c2ccccc2NC1c1ccccc1 (configuration not stated)
  -58	-6	-1	-2	i	-4	i	i	i	i	i
O=C1CC(SCc2nc3ccccc3[nH]2)C(=O)N1c1ccc(F)cc1 (configuration not stated)
  -2	-4	0	2	i	-5	i	i	i	i	i
CCN(CC)CCn1c(=N)n(CC(=O)c2ccc(C)cc2)c2ccccc21
  4	-10	0	4	i	-3	i	i	i	i	i

# (further entries)
# Under each structure: HDAC3 inh	hERG rescue	GSK3B inh	GSK3 alpha inh	KCNK3 inh	Dyrk1A ADPGlo	KCNQ1 pot	KCNQ1 inh	RGS4 act	KCNK9 block	PolyA inhibitor
CC(C)n1nnnc1SCC(=O)NCc1cccs1
  -4	-5	0	-6	i	0	i	i	i	i	i
COc1ccc(NC(=O)c2cccc(C#N)c2)cc1NS(=O)(=O)c1ccc(F)cc1
  4	-8	0	2	i	-7	i	i	i	i	i
CCn1c(SCC(=O)NC2CC2)nnc1-c1ccc(C)cc1
  -4	-10	2	-4	i	-1	i	i	i	i	i
CCOP(=O)(c1ccc(N(C)C)cc1)C(O)c1ccc(C)cc1 (configuration not stated)
  4	-3	1	-1	i	-4	i	i	i	i	i
CC(=O)c1cc(-c2ccccc2)n(CCC(=O)NCc2cccs2)c1C
  2	-5	3	-2	i	0	i	i	i	i	i

# Full records from above. Screens in order: HDAC3 inh, hERG rescue, GSK3B inh, GSK3 alpha inh, KCNK3 inh, Dyrk1A ADPGlo, KCNQ1 pot, KCNQ1 inh, RGS4 act, KCNK9 block, PolyA inhibitor
# CCn1c(SCC(=O)NC2CC2)nnc1-c1ccc(C)cc1 is listed with -4, -10, 2, -4, i, -1, i, i, i, i, i
# CCOP(=O)(c1ccc(N(C)C)cc1)C(O)c1ccc(C)cc1 (configuration not stated) is listed with 4, -3, 1, -1, i, -4, i, i, i, i, i

# Not all compounds are listed. The share of hits here may be higher or lower than overall.
